Screening results deposited in PubChem BioAssay by several laboratories.
Shn3 inh set2: reduces Shn3 3'UTR luciferase signal in osteoblasts; Clone20 osteoblast Shn3 3'UTR firefly luciferase, 24 h; hit rate 0.52% among 360,000; AID 588674; inhibition, % at 12.5 µM;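 active means mean inhibition of at least 75% with every replicate also reaching 75%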;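 further: 0% = median of neutral control wells and 100% = pilot-screen positive control compound; some compounds past the cut are filed as inactive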
NR2E3 ag-1: activates human NR2E3 receptor | CHO-S Gal4-NCOR/VP16-NR2E3 two-hybrid, luciferase | Q9Y5X4 | AID 602229 | hit rate 0.35% among 360,000 | inhibition of corepressor binding, % at 3.98 µM;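 active means inhibition above the mean of all tested compounds plus 3 SD, cut at about 70% in these data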;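 further: 0% = DMSO with NR2E3 transfected cells and 100% = cells lacking NR2E3 construct; higher means lower luciferase signal from less NR2E3 corepressor binding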
Target sequence (Q9Y5X4 whole entry, looked up, the tested form may be a part): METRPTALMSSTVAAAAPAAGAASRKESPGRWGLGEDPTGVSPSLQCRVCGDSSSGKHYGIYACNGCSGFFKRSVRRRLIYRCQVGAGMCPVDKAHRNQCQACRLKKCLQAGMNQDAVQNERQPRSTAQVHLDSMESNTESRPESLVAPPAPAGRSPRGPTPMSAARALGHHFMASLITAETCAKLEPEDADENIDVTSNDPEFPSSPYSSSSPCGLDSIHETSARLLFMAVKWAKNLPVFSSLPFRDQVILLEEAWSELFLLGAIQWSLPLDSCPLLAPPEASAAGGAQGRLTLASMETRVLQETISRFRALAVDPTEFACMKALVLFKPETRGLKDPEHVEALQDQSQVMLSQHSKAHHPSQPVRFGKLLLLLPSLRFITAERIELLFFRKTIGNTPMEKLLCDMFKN
C8 TRAIL sens: caspase-8 TRAIL sensitization; NB7+C8 cells + TRAIL, ATPlite viability luminescence; inhibition (viability loss, TRAIL sensitization), % at 10 µM; hit rate 1% among 360,000; AID 624354;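 active means compounds causing at least 50% loss of cell viability in the single-dose screen, relative to plate controls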
TROY NFkB inh: inhibitors of TROY-dependent NF-kB signaling. Q293 LMP1-TROYcd NF-kB luciferase reporter, 4 h. inhibition, % at 10 µM. hit rate 0.98% among 360,000. AID 1347056;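 active means compounds whose plate-normalised and pattern-corrected inhibition of the luciferase reporter signal at the single screening dose is 50% or more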
TWEAK-Fn14 inh: inhibitors of TWEAK-Fn14 interaction signaling. TWEAK-stimulated Fn14 reporter cells, luciferase luminescence, 8 h. inhibition, % at 10 µM. hit rate 2% among 360,000; in the data active means inhibition above about 50%
CF NFkB inh: blocks PAF-induced NF-kB reporter in cystic fibrosis cells; hit rate 0.86% among 360,000; inhibition, % at 5 µM; AID 588850; KKLEB NF-kB-GFP reporter, GFP fluorescence overnight;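 active means at least 50% inhibition at 5 µM, scaled per plate between neutral and stimulator controls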;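 further: PAF is a Pseudomonas aeruginosa culture filtrate used as stimulus; plate controls were PAF-stimulated DMSO wells for no effect and unstimulated DMSO wells for full effect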
HIF-2a inh: inhibitors of HIF-2a | inhibition, % at 18.8 µM | hit rate 0.72% among 360,000 | AID 624352 | 786-0 RCC cells HIF-2a reporter, luciferase luminescence, overnight;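 active means inhibition of the luminescence signal of 40% or more relative to plate controls, in a single-dose primary screen at 18.75 µM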
NR2E3 ag-2: agonists of human nuclear receptor NR2E3 | AID 2300 | inhibition of corepressor binding, % at 4.78 µM | hit rate 0.12% among 320,000 | GST-NR2E3/biotin-RetCOR TR-FRET, 1536-well | Q9Y5X4;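 active means percent inhibition above the cutoff of mean plus 3 SD of all tested compounds, set per screening campaign, cut at about 20% in these data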;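 further: 0% = DMSO wells and 100% = biotin wells as full block of FRET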
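Format: 1536-well format; test system: GST-NR2E3 and biotin-RetCOR proteins; read-out basis: percent inhibition of TR-FRET ratio; timing: 5 h incubation at 4 °C; detection: time-resolved FRET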
KKLEB cytotox: CF airway cell cytotoxicity counter-screen; KKLEB CF airway cells viability, ATPlite luminescence, overnight; active compounds read low; cells stimulated with P. aeruginosa culture filtrate; activity change (cytotoxicity), % at 5 µM; hit rate 0.36% among 360,000; AID 602141;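 active means corrected activity change at or below -50% at 5 µM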
MITF TRPM1 inh: inhibitors of MITF-driven TRPM1 promoter in melanoma cells; AID 488899; SK-MEL-5 TRPM1 promoter luciferase, 24 h; hit rate 0.83% among 330,000; inhibition, % at 12.5 µM;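 active means mean inhibition across replicates of 60% or more, whatever share of single replicates reaches that level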; further: values of inactives mirror those of a sister screen read the other way
Peg3 prom inh: Peg3 promoter activity inhibition. inhibition, % at 20 µM. AID 588405. HeLa PEG-Prom luciferase reporter, luminescence, overnight. hit rate 1.7% among 360,000;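 active means inhibition of at least 50% at 20 µM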
Starred values were filed as active, the others as inactive; / = not tested or not shown. This is a subset; the hit share may differ from the screen's.

Order of results: Shn3 inh set2, NR2E3 ag-1, C8 TRAIL sens, TROY NFkB inh, TWEAK-Fn14 inh, CF NFkB inh, HIF-2a inh, NR2E3 ag-2, KKLEB cytotox, MITF TRPM1 inh, Peg3 prom inh
O=S1(=O)N=C(N2CCc3ccccc3C2)c2ccccc21
 : -6, -10, -10, -17, 8, -3, -16, 4, 5, -2, -22
Cc1ccc(-n2nc3c(N4CCC(C(=O)N5CCN(C)CC5)CC4)nnc(C)c3c2C)cc1
 : 3, 7, -7, -5, -19, -9, 13, 3, -14, -7, -2
Nc1c(C(=O)N/N=C/c2cccnc2)cnn1-c1ccccc1
 : -5, -27, 16, -35, -15, -4, -102, -2, 3, -23, -78
COc1cc(OC)c(NC(=O)C2CCCO2)cc1Cl (stereo not given)
 : 13, -3, -4, -16, 3, 6, -16, 1, 5, -7, 9
O=C(CNC(=O)c1ccco1)OC(C(=O)c1ccccc1)c1ccccc1 (stereo not given)
 : 2, 15, -32, 17, 14, 10, 18, 1, -1, 7, 2
Cn1c(=O)oc2cc(S(=O)(=O)N3CCN(c4cccc(Cl)c4)CC3)ccc21
 : 11, 8, -6, -11, -3, 1, -7, 0, -8, 16, 8
CC1(C(=O)NCCc2ccccc2)Cc2c(-c3ccc4c(c3)OCO4)ccnc2O1 (stereo not given)
 : -16, -43, 14, 14, -10, -10, 18, /, -5, /, 18
COc1ccc(C(=O)NCC2CCCN2S(=O)(=O)c2ccccc2)cc1OC (stereo not given)
 : -2, 15, -6, -8, -25, -8, 13, /, 0, /, 1
COc1ccc(CNC(=S)NCc2ccc(Cl)cc2)cc1OC
 : 22, 30, -6, 25, 22, 20, 6, 6, 10, 16, 11
Cc1ccc(C(=O)/C=C/c2ccc(F)cc2)o1
 : -13, 0, 4, -69, -3, 6, -49, 2, -17, -17, -41
CCOc1ccccc1N1C(=O)CN(Cc2ccc(OC)c(OC)c2)C1=S
 : 18, -30, -2, 19, 10, 3, 22, 0, 2, 6, 14
COc1ccc(NC(=O)COC(C)=O)cc1Cl
 : 8, -14, 1, 4, -2, 4, 15, 4, 2, -5, 2
COc1ccc(C(CC(=O)N2CCCC2)c2ccc(F)cc2)cc1 (stereo not given)
 : -1, -27, 5, 17, 29, 30, 10, 2, -18, 6, 25
CCOc1cc(C(=O)OCc2ccc([N+](=O)[O-])cc2)ccc1OCC(=O)N1CCOCC1
 : -10, -16, -1, -23, -26, 14, -5, 4, -4, -10, 7
Cc1cccc(N2CCN(C(=O)c3ccc(NC4=NC5CS(=O)(=O)CC5S4)cc3)CC2C)c1 (stereo not given)
 : 7, -1, 19, -14, 2, -21, 2, -1, 29, 1, 7
CCOC(=O)C1=C(C)C(c2ccccc2O)NC(=O)N1 (stereo not given)
 : -3, -22, -8, 4, 10, -4, 12, 0, -9, 0, 1
COc1ccc(N(CC(=O)NCC(C)C)S(=O)(=O)c2ccccc2)cc1
 : -24, -1, -1, -3, 2, 2, 8, 0, -13, 3, 10
CCc1ccc(Nc2cc(C)nc3nc(C)nn23)cc1
 : 6, 2, -11, 3, 10, -8, 1, 2, 12, 5, 6
COc1cc(C2NC(=S)NC(O)(C(F)(F)F)C2C(=O)c2cccs2)cc(OC)c1O (stereo not given)
 : -2, -13, 0, -14, -4, -1, -11, 1, 7, 10, -66
CC(=O)Nc1ccc(S(=O)(=O)N(C)c2nc3ccccc3nc2Cl)cc1
 : 3, -22, 7, -1, 18, 20, -4, -2, -17, -1, 2
O=C(Oc1cccc(N2C(=O)CCC2=O)c1)C1CC(=O)N(c2ccc(Br)cc2)C1 (stereo not given)
 : -2, 7, -3, 26, 0, 4, 8, -1, 11, 0, 15
CCCC(=O)Nc1nc(C(=O)OCC)cs1
 : -16, -13, -3, -2, -1, -9, -33, -2, 9, 1, -15
Oc1ccc(/C=N/N(c2ccccc2)c2ccccc2)cc1O
 : 29, -31, 34, 10, 23, 15, 20, 2, 6, 4, -8
O=C(COc1ccc(-n2cnnn2)cc1)N1CCN(c2ccc(F)cc2)CC1
 : 4, -6, -5, 15, 20, -8, 11, 5, -2, -3, 18
Cc1ccc2c(N)c(C(=O)c3ccccc3)sc2n1
 : -24, -87, -2, -36, -5, 10, -249, -2, -14, -45, -130
CCOC(=O)/C(=C\C=C\N1CCOCC1)C(C)=O
 : -5, -28, 7, 5, 6, -7, 17, 3, 0, -22, 1
CC(=O)c1ccc(NC(=O)C(C)OC(=O)c2ccc3c(c2)nc(C)n3-c2ccccc2)cc1 (stereo not given)
 : -31, -79, -3, -49, -12, -2, -172, 1, -1, 9, -161
COc1ccc(NC(=O)COc2ccc(S(=O)(=O)N3CCOCC3)cc2C)cc1OC
 : -3, -15, -6, 10, 13, 4, 15, 3, 6, 2, 13
Cc1cc2[nH]c(=S)[nH]c2cc1C
 : 2, 22, 2, 4, 10, 11, -5, -2, 3, 17, -7
COc1ccccc1NC(=O)c1cc(C)nc2ccccc12
 : 1, 1, 4, -5, -5, -2, 7, -1, -5, 7, 12
COCCCNC(=O)C1CC(=O)N(C2CCCC2)C1 (stereo not given)
 : 0, -1, 0, 9, 1, -1, 7, -1, 11, 3, 7
CCCCN(Cc1nc2ccccc2c(=O)[nH]1)C(=O)CN1C(=O)NC2(CCCCC2)C1=O
 : 4, -23, -7, -7, 10, 13, 14, 1, -14, 19, 8
CCn1c(CNS(=O)(=O)c2ccc(Cl)cc2)n[nH]c1=S
 : 7, -24, 0, -4, 0, -14, 9, 1, 14, -9, 8
Cc1nc2cc(-c3ccc(Cl)cc3)nn2c(C)c1CCC(=O)NC(C)c1ccc2c(c1)OCCO2 (stereo not given)
 : 68, -39, 4, 33, 56*, -1, 82*, 2, -5, 53, 9
Cc1ccc(CONC(=O)c2ccccc2Cl)cc1
 : -34, -41, -12, -39, -4, -3, -57, /, 15, -26, -76
COC(=O)[C@H](C(C)C)N(Cc1ccccc1)S(=O)(=O)CCN1CCN(c2ccccc2)CC1
 : 22, -20, 2, 5, 9, 7, 2, /, -1, 16, 29
COc1ccccc1Nc1n[nH]c(=S)s1
 : 20, -25, 1, -15, -8, -3, -102, -3, 6, -35, -12
O=C(COc1ccccc1)NC(=S)Nc1cccc2c(O)cccc12
 : -13, -18, 11, 21, -6, 0, -53, /, -1, /, -20
Cc1cccc(OCC(=O)Nc2ccc3oc(=O)ccc3c2)c1
 : 7, -32, -18, -15, -12, -29, -10, 2, 6, -8, -46
COc1ccc(NS(=O)(=O)/C=C/c2ccccc2)cc1
 : 1, 9, -19, 2, -2, -1, -2, -3, -4, -2, 18
Cn1c2ccccc2c(=O)c2c(=O)n(C3CCCCCC3)c(C3CCCCC3)nc21
 : 67, -35, 14, 49, -3, 24, 2, /, -4, -18, 43
CC(C)(C)c1cc(NC(=O)C2(C)CCN2C(=O)C2(c3ccccc3)CCCC2)no1 (stereo not given)
 : 14, -19, 7, -2, 14, 23, 10, /, 11, /, 20
O=c1c2c3c(sc2nc2sc(C4CC4)nn12)CCCC3
 : -100, -84, 37, -56, 8, -8, -293, 2, 1, -59, -186
Cc1oc2c(c1C(=O)Nc1cccc(C(=O)O)c1)CCCC2
 : -53, -65, 0, -25, 8, 13, -57, 2, -5, -8, -41
CC(C)Oc1ccc(CNC(=O)Cn2c(=O)oc3ccccc32)cc1
 : 28, -22, 3, -20, -2, -4, -10, 3, -5, /, -10
COc1cccc(-c2nnc(SCC(=O)N(C(C)C)C(C)C)o2)c1
 : -20, -21, 17, -22, 5, -11, -60, 9, 16, -18, -66
CCN(Cc1nc2ccccc2c(=O)[nH]1)C(=O)c1cccc(NC(=O)c2cccs2)c1
 : 23, -3, -6, 26, 12, -3, 16, /, -2, 13, 20
Cc1cc(C(=O)COC(=O)c2n[nH]c3ccccc23)c(C)n1C
 : -23, -104, 58*, -53, 35, 16, -82, 0, 16, -1, -132
Cc1ccc(CS(=O)(=O)Cc2ccc(C(=O)NCc3ccco3)o2)cc1
 : 4, 11, -13, 9, -3, 9, 2, -2, 0, 7, 12
O=S1(=O)CCN(C2CCCCCCCCCCC2)CC1
 : 39, 10, 9, 28, 17, 2, 16, /, 4, /, 1
CS(=O)(=O)c1sc(C(=O)NC(=S)Nc2ccc(OC(F)(F)F)cc2)c2c1C=CCC2
 : 12, /, 9, 1, -10, -3, 7, -2, 5, -6, -4
CCOC(=O)c1cc2c(OC)c(OC)ccc2c2[nH]cc(C#N)c(=O)c12
 : 2, 15, 1, -10, -19, 4, 6, /, 3, /, 19
O=C(NCC(O)CO)c1ccc2[nH]c3ccccc3c2c1 (stereo not given)
 : 5, 6, 18, -14, 8, 3, -5, 0, -3, 3, -8
COC(=O)c1cc(NC(=O)CC2SCCNC2=O)cc(C(=O)OC)c1 (stereo not given)
 : 7, 15, 3, -4, 14, 7, 6, -1, 3, 9, 7
Cc1ccc(NC(=S)N2CCCC2)cc1Cl
 : -8, -49, 3, -18, 4, 9, -49, /, 11, 8, -31
O=C(CSc1ncn[nH]1)NCc1ccc2c(c1)OCO2
 : -8, -1, -5, -2, 12, -4, 13, -3, -12, -1, 7
CCc1nn(C(C)C(=O)N2CCN(c3ccccc3)CC2)c(=O)c2cc3occc3n12 (stereo not given)
 : 10, -18, 18, -1, -12, 1, 16, 0, 3, -2, 11
CCn1nnc2sc3c(c2c1=O)CCC(C)C3 (stereo not given)
 : -4, -21, -4, -74, -7, 18, -176, -1, -8, -68, -153
CCOC(=O)N/N=C/c1ccc(OCCSc2ccc(Cl)cc2)c(OCC)c1
 : 2, -4, -7, 20, 6, -4, 18, 0, 3, -7, 15
Cc1ccc(S(=O)(=O)NC2=NCN(C)CN2)cc1[N+](=O)[O-]
 : 6, -20, -1, -8, -4, 19, 9, -3, -10, 6, -4

(list continues)
Order of results: Shn3 inh set2, NR2E3 ag-1, C8 TRAIL sens, TROY NFkB inh, TWEAK-Fn14 inh, CF NFkB inh, HIF-2a inh, NR2E3 ag-2, KKLEB cytotox, MITF TRPM1 inh, Peg3 prom inh
O=C(COC(=O)c1cccc(S(=O)(=O)N2CCOCC2)c1)NCc1ccccc1
 : 12, -19, -9, -7, 22, 4, 14, /, -11, 3, 7
COC(=O)c1cccc(CN2C(=O)C(C)Sc3cc(Cl)ccc32)c1 (stereo not given)
 : -14, -139, 6, -15, 2, 22, -91, /, -25, /, -218
O=C(O[C@@H](C(=O)O)[C@@H](OC(=O)c1ccccc1)C(=O)O)c1ccccc1
 : 4, -1, -12, -3, -1, 10, 3, -2, -12, 7, -8
CCc1cccc2c1NC(=O)C2=O
 : 6, -20, -16, 4, 16, 22, 20, /, 4, 15, 20
Cc1ccc2nc(-c3ccc(NC(=O)COC(=O)c4ccc(Br)o4)cc3)sc2c1
 : 33, -132, 75*, 7, 59*, -12, -57, 0, -15, -9, 3
COc1cccc(NC(=O)C2C3CC4OC(=O)C2C4C3)c1 (stereo not given)
 : 17, -15, 4, -5, 12, -2, 16, 2, 12, 3, 8
N#Cc1cnn2ccc(-c3cc(N4CCOCC4)ccc3[N+](=O)[O-])nc12
 : 13, -3, -11, -2, -18, 16, 19, 0, -5, 0, -11
COc1cccc(S(=O)(=O)N(C)C[C@@H]2OCc3cnnn3CCCC(=O)N([C@H](C)CO)C[C@@H]2C)c1
 : 1, 2, 1, -3, 10, -12, 10, /, -1, /, -3
OCCCNc1nc(-c2ccc(Cl)cc2)nnc1-c1ccc(Br)cc1
 : -23, -23, -5, -5, 1, -2, 29, 5, -12, 6, 7
